Screening results deposited in PubChem by The Scripps Research Institute Molecular Screening Center.
GPR151 activ: activators of human GPR151, primary screen, cell-based, PathHunter beta-arrestin, luminescence; PathHunter beta-arrestin GPR151 cells; 650,000 tested, 1% active; AID 1508602, 2020; activation, % at 11.2 µM; in the data active = activation above about 4.9%;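 also: 0% = median of compound wells and 100% = cells with positive control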
Target sequence (Q8TDV0 whole entry, looked up): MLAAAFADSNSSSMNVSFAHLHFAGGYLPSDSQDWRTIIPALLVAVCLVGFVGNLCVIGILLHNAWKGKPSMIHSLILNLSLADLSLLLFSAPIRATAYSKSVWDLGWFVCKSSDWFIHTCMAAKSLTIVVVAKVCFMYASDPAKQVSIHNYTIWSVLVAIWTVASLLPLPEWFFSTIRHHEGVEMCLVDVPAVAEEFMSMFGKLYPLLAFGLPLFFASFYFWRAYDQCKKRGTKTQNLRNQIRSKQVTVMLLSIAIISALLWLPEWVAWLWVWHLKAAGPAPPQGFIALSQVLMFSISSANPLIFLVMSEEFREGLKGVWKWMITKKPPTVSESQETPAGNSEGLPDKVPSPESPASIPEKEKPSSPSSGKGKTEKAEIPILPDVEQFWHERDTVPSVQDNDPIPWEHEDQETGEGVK
TEAD-YAP block: TEAD-YAP interaction inhibition, primary screen, TEAD-YAP interaction inhibitor project, luminescence, HEK-TIYL cells; TEAD-Gal4/YAP UAS-luciferase luminescence; inhibition, % at 9.12 µM; 640,000 tested, 1.4% active; AID 1259422, 2018; in the data active = inhibition above about 32%;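 also: 0% = median of test compound wells and 100% = reference inhibitor wells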
MITF inh: MITF inhibitors, primary screen, biochemical, AlphaScreen, human. AlphaScreen MITF homodimerization, bead proximity signal. inhibition, % at 2.6 µM. 650,000 tested, 0.91% active; in the data active = inhibition above about 50%;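 also: 0% = vehicle wells with protein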
Target sequence (O75030 whole entry, looked up): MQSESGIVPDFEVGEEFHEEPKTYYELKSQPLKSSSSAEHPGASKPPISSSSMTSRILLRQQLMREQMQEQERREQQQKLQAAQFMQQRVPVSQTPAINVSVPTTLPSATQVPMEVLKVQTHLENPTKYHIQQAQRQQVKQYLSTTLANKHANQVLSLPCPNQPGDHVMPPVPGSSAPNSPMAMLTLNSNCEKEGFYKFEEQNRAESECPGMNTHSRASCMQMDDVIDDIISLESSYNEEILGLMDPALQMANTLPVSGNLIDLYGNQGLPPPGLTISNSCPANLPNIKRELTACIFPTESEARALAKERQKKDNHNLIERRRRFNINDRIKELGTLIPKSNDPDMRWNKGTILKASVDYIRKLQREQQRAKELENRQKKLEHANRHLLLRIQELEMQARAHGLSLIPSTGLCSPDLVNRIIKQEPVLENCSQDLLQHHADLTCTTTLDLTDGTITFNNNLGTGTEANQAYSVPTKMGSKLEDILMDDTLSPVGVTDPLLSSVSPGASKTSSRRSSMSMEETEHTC
FBW7 act: FBW7 E3 ligase activators, primary screen, biochemical, AlphaScreen, human; normalized activity (activation), % at 26.1 µM; 650,000 tested, 0.13% active; F-box/WD repeat-containing protein 7 (Homo sapiens), Q969H0; AlphaScreen FBW7–phospho-cyclin E peptide binding, activator screen; AID 1259310, 2017; in the data active = normalized activity above about 1.9%;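 also: purified mutant Fbw7 with reduced substrate affinity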
* marks the source's active call; other numbers are inactive results.

| SMILES | GPR151 activ | MITF inh | TEAD-YAP block | FBW7 act |
| --- | --- | --- | --- | --- |
| O=C(Nc1ccc2c(c1)OCO2)c1ccnc(Nc2ccc3ncccc3c2)c1 | 3.9 | 3 | -3 | 0.2 |
| C=CCC1NC2(CCCCC2)Cc2ccccc21 (stereo not drawn) | 0.1 | -22 | -3 | 0.0 |
| CCCCC(=O)Nc1ncc(Cc2cccc(Cl)c2Cl)s1 | 0.1 | -13 | 9 | 0.1 |
| N#CCOc1coc(CN2CCN(c3cccc(Cl)c3)CC2)cc1=O | 0.5 | 2 | 0 | 0.1 |
| COc1ccccc1N=c1oc2ccc([N+](=O)[O-])cc2cc1C(=O)Nc1nccs1 | -0.8 | -3 | -2 | -0.1 |
| Nc1c(C(=O)NCCc2ccccc2)sc(=S)n1CCc1ccccc1 | 1.4 | 5 | 4 | -0.2 |
| O=[N+]([O-])c1ccc(OCCCSc2ncccn2)cc1 | 0.5 | -4 | -34 | 0.6 |
| Cc1ccc(S(=O)(=O)NCc2ccc(/C=C(/C#N)C(=O)NCc3ccccc3)o2)cc1 | -1.0 | 4 | 4 | -0.1 |
| CSc1ccc(S(=O)(=O)Nc2cccc3ccccc23)cc1 | -1.1 | 4 | 6 | -0.1 |
| O=C(CSc1ccc(Cl)cc1)NC1CCS(=O)(=O)C1 (stereo not drawn) | 0.0 | 2 | 1 | 0.1 |
| COc1ccc(C2CCN(CC(=O)NC3CC3)CC2)cc1 | 0.4 | 4 | 2 | -0.3 |
| COc1ccccc1/C=C(\NC(=O)c1ccc(OC)c(OC)c1)C(=O)Nc1ccc(C)c(F)c1 | -0.5 | 6 | 6 | -0.3 |
| Cc1ccc2c(C)nc(N3CCCC(NC4CCCC4)CC3)nc2c1 (stereo not drawn) | -0.8 | 8 | -9 | 0.7 |
| O=C1c2ccccc2C(=O)C1(Cl)Cl | 1.4 | 5 | 8 | -0.4 |
| COc1ccccc1C1NC(=O)NC(C)=C1C(=O)OCCSc1ccccc1 (stereo not drawn) | 2.3 | 2 | 6 | -0.1 |
| Cc1ccc(CNC(=O)CCCN2C(=O)COc3ccc(C)cc32)cc1 | -0.6 | -2 | 4 | 0.6 |
| N#Cc1onc(-c2ccnc(Nc3ccc(N4CCOCC4)cc3)c2)c1-c1ccc(F)cc1 | -1.8 | 6 | 6 | -0.3 |
| CC(CCc1ccco1)NC(=O)Cn1ncc2ccccc21 (stereo not drawn) | 0.6 | -6 | -3 | 0.0 |
| Cc1cccc(N2C(=O)C3C4CC(=O)C(c5ccccc54)C3C2=O)c1C (stereo not drawn) | 1.6 | 1 | 10 | 0.5 |
| Cc1ccc(C)c(CN2CCCC(C(N)=O)C2)c1 (stereo not drawn) | 3.3 | -64 | -2 | -0.1 |
| Cn1c(SCC(=O)c2ccc3c(c2)CCCC3)nc2ccccc2c1=O | -0.9 | 0 | 7 | -0.1 |
| N#CCc1nc(CSc2nc3ccc([N+](=O)[O-])cc3s2)cs1 | -1.2 | 6 | -5 | -0.2 |
| CCOC(=O)c1ccc(S(=O)(=O)N2CCC(C(=O)OCC(=O)c3ccc[nH]3)CC2)cc1 | -1.8 | -4 | 3 | 0.0 |
| CCC(C)C(=O)Nc1cccc(Br)c1 (stereo not drawn) | -0.2 | 18 | -8 | 0.1 |
| Cc1ccnc2nc(C(=O)OCC(=O)N(CC(C)C)CC(C)C)nn12 | 0.0 | -10 | -6 | -0.1 |
| COCCN(C(=O)CC(C)(C)C)c1nnc(-c2ccc(OC)cc2)s1 | 0.0 | -6 | -4 | -0.1 |
| COc1ccc(-c2nc3cnccn3c2Nc2ccc(C)cc2)cc1 | -0.7 | 12 | -5 | 0.2 |
| COc1ccccc1NC(=O)COc1ccc(C#N)cc1 | 0.6 | -12 | 1 | 0.1 |
| Cc1cc2c(=O)n(CC(=O)NCC(=O)N3CCC(C(N)=O)CC3)cnc2s1 | 0.3 | 6 | 10 | 0.0 |
| COc1ccc(CCN=C(N)NS(=O)(=O)c2cc(F)ccc2OC)cc1 | -0.1 | -19 | -2 | 0.1 |
| COc1ccc(OC)c(N(CC(=O)Nc2ccccc2F)S(C)(=O)=O)c1 | 1.7 | 2 | 6 | 0.1 |
| CS(=O)(=O)Nc1cccc(-c2ccnc(Nc3ccc(-c4ncn[nH]4)cc3)n2)c1 | -1.0 | 9 | 72* | 0.5 |
| O=C(Cn1cnc2c(nnn2-c2cccc(F)c2)c1=O)NC1CCCCC1 | -2.7 | -20 | -4 | -0.1 |
| Cc1onc(-c2ccccc2)c1C(=O)N1CCN(c2ccc(Cl)cc2[N+](=O)[O-])CC1 | 2.9 | 9 | 5 | 0.1 |
| O=C(Cc1ccc(Cl)cc1)Nc1ccc(Br)cn1 | 0.7 | -5 | -9 | -0.2 |
| O=C(NCC1CCCO1)C1CCN(C2CCN(C(=O)/C=C/c3ccccc3)CC2)CC1 (stereo not drawn) | -0.1 | -4 | 12 | -0.1 |
| Cc1ccc(CNCc2nc(N)nc(Nc3ccccc3C)n2)cc1 | -0.2 | 7 | 10 | 0.0 |
| Cc1cc(C)c(OCCCON2C(=O)CCC2=O)c(Br)c1 | -1.4 | 13 | -6 | 0.1 |
| CCOC(=O)c1c(NC(=O)CSc2nnc(CNC(=O)c3cc(OC)cc(OC)c3)n2Cc2ccccc2)sc2c1CCCC2 | 5.0* | -9 | -4 | 0.0 |
| CC1CCc2c(sc3nc(C(C)C)n4c(SCC(N)=O)nnc4c23)C1 (stereo not drawn) | -0.2 | -4 | -8 | 0.1 |
| O=C(Cc1ccc([N+](=O)[O-])cc1)N/N=C/c1c(O)ccc2ccccc12 | 1.2 | -8 | 14 | -0.2 |
| Cc1cnc(CNC(=O)CCc2nnc(CCC3CCCCC3)o2)cn1 | 0.1 | 17 | -10 | 0.4 |
| C=C(C)c1cccc(C(C)(C)NC(=O)Nc2ncccn2)c1 | -1.1 | 6 | 2 | 0.0 |
| Cc1ccccc1C(=O)n1nnc2ccccc21 | 2.2 | -14 | -1 | 0.0 |
| Cc1ccnc(NS(=O)(=O)c2ccc(NC(=O)c3ccc4ncsc4c3)cc2)n1 | -0.9 | 6 | -13 | 0.1 |
| Cc1cc(C)c(NC(=O)c2ccc(Cl)cc2Cl)c([N+](=O)[O-])c1 | -1.7 | 6 | 4 | 0.1 |
| COCCn1nnnc1C(c1cc2cc3c(cc2[nH]c1=O)OCO3)N1CCCCC1 (stereo not drawn) | 0.4 | 13 | 9 | 0.1 |
| Cc1cc(CSC(=N)N)c(O)c(C(C)(C)C)n1 | 1.0 | 10 | 7 | -0.1 |
| O=C(COCc1nc2ccccc2c(=O)[nH]1)NCC1CCCCC1 | 0.2 | -5 | -9 | -0.2 |
| COC(=O)C1=CN(c2ccccc2)C=C(C(=O)OC)C1c1ccccc1Cl | -0.9 | -31 | -14 | 0.2 |

(more compounds)
| SMILES | GPR151 activ | MITF inh | TEAD-YAP block | FBW7 act |
| --- | --- | --- | --- | --- |
| CN(C)c1cc[n+](CC(=O)c2cc3cc(Br)ccc3oc2=O)cc1 | 0.3 | 6 | 2 | -0.3 |
| CCCCN(C)S(=O)(=O)c1ccc(C(=O)Nc2cccc3c2C(=O)NC3=O)cc1 | 0.7 | -2 | 7 | 0.1 |
| O=C(Nc1ccc(S(=O)(=O)N2CCCCC2c2cccnc2)cc1)C1CC1 (stereo not drawn) | 3.5 | 1 | 8 | -0.1 |
| O=C1NC(=Nc2cccnc2)S/C1=C\c1ccc(Br)cc1 | 0.4 | 9 | -6 | -0.1 |
| O=C(Nc1ccc(N2CCOCC2)cc1)c1ccc(I)cc1 | -0.6 | 11 | -3 | -0.1 |
| CCOC(=O)C(CC)Sc1nnc2[nH]c(=O)c(C)c(C)n12 (stereo not drawn) | -1.2 | 1 | 2 | 0.0 |
| CCOc1ccc2nc(NC(=O)c3ccccc3SCCOC)sc2c1 | 1.2 | 3 | -6 | 0.1 |
| O=C(CSc1nnc(NCc2ccccc2)s1)Nc1ccc(F)c(F)c1F | -0.7 | -8 | -34 | 0.1 |
| Cc1ccc(OCC(=O)Nc2ccccc2Sc2ncnc3sc4c(c23)CCCC4)cc1 | 0.0 | -8 | -22 | -0.1 |
| Cc1[nH]ncc1-c1ccc(NC(=O)[C@H](N)Cc2cccc(Br)c2)cc1 | -1.9 | 26 | 10 | 0.8 |
| O=C(CCCC(=O)N(CC(=O)NC1CCCCC1)c1ccccc1F)Nc1ccccn1 | -0.8 | 3 | 0 | -0.1 |
| Cc1ccc2nc(Nc3ccccn3)nc(-c3ccccc3)c2c1 | -1.1 | -7 | 1 | -0.1 |
| COc1ccc(Cl)cc1NC(=O)CCCN1C(=O)CCC1=O | 0.0 | 7 | -10 | 0.4 |
| CCOC(=O)c1ccc(NC(=S)N(CCCN2CCCC2)Cc2cccs2)cc1 | 0.5 | -5 | -16 | -0.1 |
| O=C(NCc1cccs1)C1CC12CCN(Cc1cn[nH]c1-c1ccccc1)CC2 (stereo not drawn) | -1.3 | 14 | 2 | 0.2 |
| Cc1sc2ncn(C)c(=O)c2c1-c1ccccc1 | -0.9 | 9 | 4 | 0.0 |
| CC(C)[C@@H](CO)Nc1ccc2ncc(-c3ccc(N)cc3)n2n1 | -1.2 | 9 | 31 | 17* |
| CCOC(=O)c1sc2nc(SCc3ccc(C(C)(C)C)cc3)n(Cc3ccccc3)c(=O)c2c1C | 0.0 | 1 | -6 | 0.0 |
| Cc1cc(C(=O)CN2C(=O)C(=O)N(CC(C)C)C2=O)c(C)n1-c1ccccc1F | -0.2 | -3 | -12 | 0.2 |
| COc1ccc(OC)c(NC(=O)CNC(=O)c2ccccc2F)c1 | -1.3 | 20 | -9 | 0.4 |
| CCOC(=O)Cc1nnc(Nc2ccc(C)cc2C)c2ccccc12 | -0.2 | 4 | 1 | -0.1 |
| CCC(C)NC(=O)c1cn(C)c2ccc(S(=O)(=O)N3CCOCC3)cc2c1=O (stereo not drawn) | 0.4 | 6 | -8 | -0.3 |
| CC(C)(C)NC(=O)C(C(=O)c1ccccc1)n1ccccc1=O (stereo not drawn) | 0.4 | 16 | -15 | 0.0 |
| CC(C)C12CN3CC(C(C)C)(CN(C1)C3c1ccccc1)C2O (stereo not drawn) | 0.6 | 4 | 1 | 0.0 |
| CCOc1cc(/C=C(\C#N)c2nc3ccccc3[nH]2)cc(I)c1OC | 0.2 | -4 | -18 | 0.1 |

An excerpt from above in order of count of non-hydrogen atoms, lowest first.
| SMILES | GPR151 activ | MITF inh | TEAD-YAP block | FBW7 act |
| --- | --- | --- | --- | --- |
| O=C1NC(=Nc2cccnc2)S/C1=C\c1ccc(Br)cc1 | 0.4 | 9 | -6 | -0.1 |
| Cc1ccc2nc(Nc3ccccn3)nc(-c3ccccc3)c2c1 | -1.1 | -7 | 1 | -0.1 |
| CCOc1cc(/C=C(\C#N)c2nc3ccccc3[nH]2)cc(I)c1OC | 0.2 | -4 | -18 | 0.1 |
| CCOC(=O)c1ccc(NC(=S)N(CCCN2CCCC2)Cc2cccs2)cc1 | 0.5 | -5 | -16 | -0.1 |
| CCOC(=O)c1sc2nc(SCc3ccc(C(C)(C)C)cc3)n(Cc3ccccc3)c(=O)c2c1C | 0.0 | 1 | -6 | 0.0 |

Continuation.
| SMILES | GPR151 activ | MITF inh | TEAD-YAP block | FBW7 act |
| --- | --- | --- | --- | --- |
| Cc1c(-c2ccc(Cl)cc2)[n+]2c(n1-c1ccccc1)SCCC2 | -0.3 | -3 | 22 | -0.1 |
| CCOC(=O)CCCCC(=O)c1[nH]c(=O)n(C)c1C | 1.2 | 106* | 0 | -2.2 |
| Cc1ccc(NC(=O)c2ccc(Cl)cc2Cl)c([N+](=O)[O-])c1 | -1.1 | 9 | 1 | 0.0 |
| CC1CC1C(=O)OCC(=O)Nc1ccc(C(F)(F)F)cc1[N+](=O)[O-] (stereo not drawn) | 0.1 | -3 | 6 | -0.3 |
| CN1C(=O)[C@H]2CN(Cc3nc(-c4ccccc4)cs3)CCN2C(=O)[C@@H]1CO | -0.1 | 6 | 2 | 0.2 |
| O=C(COc1ccc([N+](=O)[O-])cc1)Nc1ccc(O)cc1C(=O)O | 2.0 | -11 | -1 | -0.1 |
| CCOC(=O)CN1CCN(C(=O)c2cccc(C#N)c2)C(C(=O)N2CCCC2)C1 (stereo not drawn) | 0.0 | 15 | 3 | 0.1 |
| O=C(/C=C/c1ccccc1Cl)N1CCN(Cc2ccc3c(c2)OCO3)CC1 | -1.3 | 12 | 1 | 0.1 |
| Cc1ccc(NC(=O)Nc2ccc(Cl)c(Cl)c2)cc1 | -0.9 | 8 | -21 | 0.2 |
| CCOC(=O)C1CCN(C(=O)C2CCN(Cc3cc(OC)ccc3OC)CC2)CC1 | 1.0 | 41 | 0 | 0.0 |
| CCNc1cc(NCc2cccc(C(F)(F)F)c2)ncn1 | 1.2 | 21 | 12 | 0.0 |
| COc1cccc(-n2cc(C(=O)NCCC(=O)Nc3cnc4ccccc4c3)c3ccccc3c2=O)c1 | 0.4 | 12 | 18 | 0.1 |
| COc1ccc(C(C)C)cc1S(=O)(=O)Nc1ccc(Cl)cn1 | 1.5 | -3 | 2 | -0.2 |
| COc1ccc([C@@H]2CCN(C(=O)C3CCCC3)C[C@H]2O)cc1 | 0.9 | -14 | -7 | -0.2 |
| N#C/C(=C/c1ccccc1[N+](=O)[O-])c1ccc(C#N)cc1 | 0.2 | 15 | 16 | -0.2 |
| Cc1cccc(NC(=O)CSc2cn(C)c3ccccc23)c1 | 1.9 | 2 | 9 | 0.0 |
| CCOC(=O)/C=c1\s/c(=C\c2ccc(C(F)(F)F)cc2)c(=O)n1CC(N)=O | 0.6 | -4 | 11 | -0.1 |
